Screening data: PubChem BioAssay, Fisher Drug Discovery Resource Center
mcGAS lum – mouse cGAS inhibition by luminescence | inhibition, % at 12.5 µM | Q8C6L5 | recombinant cGAS, Kinase-Glo ATP depletion luminescence | 0.15% of 160,000 active;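 also: 0% = negative control wells and 100% = reference inhibitor with no enzyme activity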
NPYLR7 ag – mosquito NPYLR7 agonism | activation, % at 10 µM | 0.15% of 270,000 active | HEK293T NPYLR7/Galpha15, GCaMP6s calcium fluorescence; in the data active = activation above about 40%;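 also: 0% = vehicle and 100% = reference agonist at the receptor; some compounds past the cut are filed as inactive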
hcGAS lum – human cGAS inhibition; inhibition, % at 12.5 µM; AID 1259398; 0.081% of 290,000 active; Q8N884; recombinant h-cGAS, ATP depletion, Kinase-Glo luminescence;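 also: 0% = vehicle reaction and 100% = reaction without DNA for no activity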
Target sequence (Q8N884 whole entry, looked up): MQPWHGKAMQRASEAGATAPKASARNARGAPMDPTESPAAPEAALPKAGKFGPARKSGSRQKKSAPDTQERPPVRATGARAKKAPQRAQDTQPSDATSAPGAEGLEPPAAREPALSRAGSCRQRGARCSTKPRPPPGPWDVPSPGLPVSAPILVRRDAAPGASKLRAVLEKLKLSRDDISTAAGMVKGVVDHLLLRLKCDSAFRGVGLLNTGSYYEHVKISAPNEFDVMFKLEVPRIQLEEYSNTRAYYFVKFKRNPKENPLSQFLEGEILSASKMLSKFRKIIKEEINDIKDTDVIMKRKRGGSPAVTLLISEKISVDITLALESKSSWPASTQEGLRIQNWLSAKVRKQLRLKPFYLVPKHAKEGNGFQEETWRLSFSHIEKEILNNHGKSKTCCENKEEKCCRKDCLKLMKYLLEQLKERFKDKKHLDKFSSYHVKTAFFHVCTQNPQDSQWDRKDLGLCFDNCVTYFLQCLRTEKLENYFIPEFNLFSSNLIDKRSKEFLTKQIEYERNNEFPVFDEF
Starred values were filed as active, the others as inactive; . = not tested or not shown; & = joins results of further samples. Rule as the data show it, unless noted: active = inhibition above about 40%; inactive = the rest.

Sample of the layout (two entries):
#	Compound	hcGAS lum	NPYLR7 ag	mcGAS lum
1	O=C(NCCCN1CCCC1=O)c1ccc(-c2cc(-c3cccc(C(F)(F)F)c3)n[nH]2)cc1	-7.1	-0.5	-7.8
2	O=C1C2CCCN2C(c2ccccc2Cl)N1c1nccs1 (stereo not given)	-5.5	6.4	-7.2

This part in full, from the first entry:
#	Compound	hcGAS lum	NPYLR7 ag	mcGAS lum
1	O=C(NCCCN1CCCC1=O)c1ccc(-c2cc(-c3cccc(C(F)(F)F)c3)n[nH]2)cc1	-7.1	-0.5	-7.8
2	O=C1C2CCCN2C(c2ccccc2Cl)N1c1nccs1 (stereo not given)	-5.5	6.4	-7.2
3	Cc1nc(CNC(=O)C(C)CCOc2ccccc2)nc2ccccc12 (stereo not given)	-10.6	8.6	.
4	O=S(=O)(c1cccc(Cl)c1)N1CCCC(OCc2ccccc2Cl)C1 (stereo not given)	-3.3	-5.3	-5.9
5	NC(=O)COC(=O)C12CCC(=O)N1c1cc(Cl)ccc1S2 (stereo not given)	-6.3	-0.5	.
6	CCc1cn[nH]c1C1CCN(C(=O)c2cc3ncc(CCO)cn3n2)CC1	3.4	-4.1	.
7	CCCCCCc1ccc(C(=O)N2CCSC2c2cccc(OC)c2OC)cc1 (stereo not given)	0.4	-4.6	-3.6
8	CCNc1nc(N)c(C(=C(C#N)C#N)c2ccc(Br)cc2)s1	-1.6	-4.3	.

Full records, looked up by structure. Order of screens: hcGAS lum	NPYLR7 ag	mcGAS lum
`O=C(NCCCN1CCCC1=O)c1ccc(-c2cc(-c3cccc(C(F)(F)F)c3)n[nH]2)cc1` is listed as -7.1	-0.5	-7.8
`CCNc1nc(N)c(C(=C(C#N)C#N)c2ccc(Br)cc2)s1` is listed as -1.6	-4.3	.
`NC(=O)COC(=O)C12CCC(=O)N1c1cc(Cl)ccc1S2` (stereo not given) is listed as -6.3	-0.5	.

A second format for some results above.
Under each structure – hcGAS lum | NPYLR7 ag | mcGAS lum
5) NC(=O)COC(=O)C12CCC(=O)N1c1cc(Cl)ccc1S2 (stereo not given)
→ -6.3 | -0.5 | .
6) CCc1cn[nH]c1C1CCN(C(=O)c2cc3ncc(CCO)cn3n2)CC1
→ 3.4 | -4.1 | .
7) CCCCCCc1ccc(C(=O)N2CCSC2c2cccc(OC)c2OC)cc1 (stereo not given)
→ 0.4 | -4.6 | -3.6

The list continues.
#	Compound	hcGAS lum	NPYLR7 ag	mcGAS lum
9	CCOCCCNC(=O)c1cc(S(=O)(=O)N2CCCCC2)ccc1N1CCCC1	-0.8	-3.1	.
10	COc1ccc(Br)cc1CNC(=O)c1c(C)noc1C	-6.3	2.4	.
11	COc1cc(C(=O)N2CCN(C(=O)c3ccncc3)CC2)cc(OC)c1OC	-2.5	4.5	-6.8
12	CCn1ncnc1-c1c(-c2ccccc2)ncn1CCCN1CCCC1=O	-5.2	-1.2	-12.6
13	Brc1cc(CNCc2nnc3n2CCCCC3)cc2c1OCO2	4.0	0.2	.
14	COC(=O)c1ccc(COC(CN2CCN(C(=O)c3cc(C)on3)CC2)c2cccc(OC)c2)cc1 (stereo not given)	-9.9	5.2	-6.7
15	Cc1nnc(SC(C)c2ccc(F)c(Cl)c2)n1CC(=O)N(C)C (stereo not given)	4.9	-3.2	.
16	Cc1c2c(=O)n(-c3ccccc3)[nH]c2cc(=O)n1Cc1ccc2c(c1)OCO2	-1.5	2.1	.

Following part
#	Compound	hcGAS lum	NPYLR7 ag	mcGAS lum
17	N#CC1C(=N)C(C#N)(C#N)[C@@H](c2cccnc2)[C@@H]2CCCC=C12 (stereo not given in full)	-5.8	9.3	-0.3
18	CC1Sc2ccc(S(C)(=O)=O)cc2N(Cc2ccc3ccccc3c2)C1=O (stereo not given)	-2.4	6.7	.
19	N#CC1(C(=O)Nc2nc(-c3cccc(C(F)(F)F)c3)cs2)CCCC1	-5.1	4.5	.
20	COc1ccccc1C(=O)OCc1cc(-c2cc3ccccc3o2)on1	2.6	0.0	.
21	Cc1cccc(NC(=O)c2c(C)c(C)c(C)n2Cc2ccccc2F)c1	1.9	.	-4.5
22	CCn1nc(C)c(CCNC(=O)c2cccc(C3CCNC3)c2)c1C (stereo not given)	-8.1	5.7	.
23	Cc1cc(F)ccc1S(=O)(=O)N(CC(N)=O)C(C)C	-12.7	3.2	-18.4
24	CCCn1c(COc2ccc(OC)cc2)nc2ccccc21	-7.3	-4.3	-7.5

Two compounds drawn at random from the list so far:
#	Compound	hcGAS lum	NPYLR7 ag	mcGAS lum
23	Cc1cc(F)ccc1S(=O)(=O)N(CC(N)=O)C(C)C	-12.7	3.2	-18.4
21	Cc1cccc(NC(=O)c2c(C)c(C)c(C)n2Cc2ccccc2F)c1	1.9	.	-4.5

(listing goes on)
#	Compound	hcGAS lum	NPYLR7 ag	mcGAS lum
25	CNC(=O)NC(=O)C(C)Sc1nnc(Nc2ccc(C)cc2)s1 (stereo not given)	-0.5	-1.6	-3.7
26	O=C(NCc1ccco1)c1nn(-c2ccc(Cl)cc2)c(=O)n(Cc2ccccc2F)c1=O	2.6	-7.2	0.3
27	CCOC(=NCCCOC)NC(=O)c1ccc(C)cc1	-4.8	9.2	-4.4
28	Cc1c(C(=O)N(C)C2CCS(=O)(=O)C2)nnn1-c1ccc(Cl)cc1 (stereo not given)	-2.2	5.2	-3.9
29	O=C1/C(=C\c2ccco2)SC(=S)N1c1cccc(F)c1	-4.3	0.2	-0.5
30	CCCCCCCC=NNC(N)=S	-0.4	2.1	.
31	CSc1nn(CN2CCCCC2)c(=S)s1	1.8	.	-1.6
32	CC(C)(C)n1ncc2c(=O)n(NC(=O)c3cccc4ccccc34)cnc21	-8.8	3.9	.

Additional compounds
#	Compound	hcGAS lum	NPYLR7 ag	mcGAS lum
33	CCn1c(C)c(C(C)=O)c2cc(OCC(O)CN3CCc4ccccc4C3)ccc21 (stereo not given)	-3.7	-1.7	-5.4
34	Oc1[nH]c2ccccc2c1N=NC(=S)NCC1CCCO1 (stereo not given)	-2.7	18.3	-4.0
35	Cc1ccc(OCC(O)CN(Cc2ccccc2)c2ccccc2)cc1 (stereo not given)	-6.0	2.2	-5.6
36	O=C(CSc1n[nH]c(=O)c2cc(-c3ccc(F)cc3)nn12)NCc1ccc(F)cc1	-4.4	3.1	-0.1
37	Cc1ccc(S(=O)(=O)NCC(=O)N(C)CC(C)CN2CCCC2)c(C)c1 (stereo not given)	-0.3	-5.1	-2.7
38	NC(=O)c1ccsc1NC(=O)CN1C(=O)NC2(CCCCC2)C1=O	-7.7	4.2	-3.9
39	Cc1ccc(-c2csc3c2c(=O)[nH]c2c(-c4ccccc4)c(O)cn23)o1	-3.5	6.8	.
40	Cc1ccc2nc(COC(=O)c3ccc(C)s3)cc(=O)n2c1	-4.6	-0.6	.

Following part
#	Compound	hcGAS lum	NPYLR7 ag	mcGAS lum
41	CC(=O)N(c1ccc(Cl)cc1)c1nc(C)cc(C)c1C#N	-4.1	-2.9	-6.7
42	Cc1nnc(COC(=O)C(C)N2CCC(Cc3ccccc3)CC2)o1 (stereo not given)	-10.0	-7.9	-17.5
43	Cc1cc(C)cc(N=C2NC(=O)/C(=C/c3ccc(-c4ccccc4C(=O)O)o3)S2)c1	-1.7	-3.5	-0.5
44	Cc1ccc(C(C[N+](=O)[O-])c2c(C)[nH]n(-c3ccccc3)c2=O)cc1 (stereo not given)	-7.7	2.3	.
45	Oc1cccc(C=NN=C(c2ccccc2)c2ccccc2)c1	-4.8	2.9	.
46	CN(C)CCCN(C(=O)c1ccc([N+](=O)[O-])cc1)c1nc2c(F)cccc2s1	-5.1	3.0	-7.3
47	CNC(=O)[C@H]1CN(C(=O)c2ccccc2)[C@]2(C)C(=O)N(C)c3ccccc3[C@H]12	1.3	15.8	-7.5
48	NS(=O)(=O)c1ccc(NC(=O)COC(=O)c2ccc(I)cc2)cc1	-5.2	-4.7	-5.3

Remaining list, next part
#	Compound	hcGAS lum	NPYLR7 ag	mcGAS lum
49	CCOc1ccccc1/C=C(/NC(=O)C1CCCCC1)C(=O)O	-11.0	-0.6	.
50	COCCNS(=O)(=O)c1cccc2nsnc12	7.6	15.0	.
51	COCCNC(=O)c1ccc(-n2nc(-c3cccc(C)c3)cc2N)cc1	2.2	-7.4	0.7
52	CN(C)c1ccc(CN(C)S(=O)(=O)Cc2ccccc2)cc1	-5.8	-2.4	.
53	CC(C)c1nnc2n1C(C(=O)NC(C)(C)C)CCCC2 (stereo not given)	-0.7	.	-2.7
54	CCC(C)NC(=O)C(NC(=O)c1ccc(F)cc1)C1CCN(C(=O)c2ccco2)CC1 (stereo not given)	-8.1	-1.5	-4.9
55	O=C(CSc1nnc(NC2CCCCC2)s1)NCC(F)(F)F	-5.7	0.6	.
56	C=CCN1Cc2ccccc2N(CC(O)C(F)(F)F)CCC1=O (stereo not given)	-3.4	1.2	-4.6

(next part)
#	Compound	hcGAS lum	NPYLR7 ag	mcGAS lum
57	O=c1[nH]c(-c2ccc(CN3CCCC3c3nccs3)cc2)nc2c1CNCC2 (stereo not given)	3.8	-19.1	.
58	O=C(O)c1cc(S(=O)(=O)Nc2cccc(OC(F)F)c2)cc(F)c1F	-7.2	11.6	.
59	CCc1nc2c(OCc3ccc4c(c3)OCO4)cccn2c1N(C)C(C)=O	-6.5	11.1	-1.8
60	COc1ccc(Nc2cccc(-c3cccc(N(C)C)c3)n2)cc1	0.1	-7.0	-0.7
61	Cc1ccccc1-n1ncc(C(C)NC(=O)Cc2ccc3c(c2)OCO3)c1C (stereo not given)	-5.1&-7.1	13.7	-11.9
62	COc1cccc(NC(=O)CSc2nc(=O)n3cccc(C)c3n2)c1	-9.0	2.3	.
63	COC(=O)c1sccc1S(=O)(=O)Nc1ccccc1F	1.9	-6.2	.
64	NC(=O)C1(NS(=O)(=O)c2cc(Cl)cc(Cl)c2)CC1	-2.8	1.7	.

The listing continues:
#	Compound	hcGAS lum	NPYLR7 ag	mcGAS lum
65	COC(=O)C1CCCCN1Cc1nc(N2CCCN(C(C)=O)CC2)c2cccc(C)c2n1 (stereo not given)	-9.8	15.2	-12.8
66	COCc1[nH]n2c(=O)c(Cl)c(C)nc2c1-c1ccc(OC)cc1	-0.1	-17.2	.
67	COc1cccc(/C=C2/SC(N)=NC2=O)c1	2.5	-13.9	1.1
68	COc1ccc(N(C)C(=O)c2ccc(Cn3nc(NC(=O)c4ccno4)c4ccccc43)cc2)cc1	-7.0	16.1	-4.7
69	COc1cc(NC(=O)CCNC(=O)C23CC4CC(CC(C4)C2)C3)cc(OC)c1OC	-5.0	7.3	-8.3
70	Cc1ccc(-n2nnnc2CNC(=O)c2ccccc2S(=O)(=O)C(F)F)cc1C	-8.0	0.8	-7.2
71	Cn1cnnc1Sc1ccc(CN2CCOc3ccc(C4=Cc5ccccc5C4)cc3C2)o1	-4.0	5.9	-24.6
72	Cc1nn(-c2ccccc2)c2ncc(C(=O)N3CCN(c4ccc(F)cc4)CC3)c(Cl)c12	-3.2	0.8	.

Next entries.
#	Compound	hcGAS lum	NPYLR7 ag	mcGAS lum
73	CC1CC(C)CN(C(=O)c2ccccc2NC(=O)CNC(=O)Cc2ccccc2)C1 (stereo not given)	-14.0	-2.7	.
74	NC(=O)c1cnc2n1CCN(C(=O)CN1CCC(c3ccccc3)C1)C2 (stereo not given)	-2.6	11.1	.
75	Cc1nn2c3ccccc3n(Cc3ccccc3)c2nc1=O	-1.1	4.0	.
76	CNc1nc(C)cc(N2CCCC(C(=O)c3ccc4c5c(cccc35)CC4)C2)n1 (stereo not given)	-6.5	3.6	-12.6
77	COCC1CN(Cc2ccc3c(c2)OCO3)S(=O)(=O)c2cccnc2O1 (stereo not given)	7.9	-5.4	-0.7
78	O=C1NC(Cc2ccccc2)C(=O)N1Cc1ccc([N+](=O)[O-])cc1 (stereo not given)	-4.3	4.9	-6.1
79	CC(C)c1cccc(N(C)C(=O)c2c[nH]c(=O)c(Br)c2)c1	1.5	-22.6	.
80	O=C(CCCc1cn[nH]c1)N1CCOC(Cc2ccc(F)cc2)C1 (stereo not given)	-4.1	1.2	.

(listing goes on)
#	Compound	hcGAS lum	NPYLR7 ag	mcGAS lum
81	COc1cc(C)c(NC(=O)Cc2c(C)nn(C)c2C)cc1OC	-1.1	-2.9	.
82	C[C@@]1(O)CCN(c2cnccn2)C[C@@H]1Cc1ccccc1	-1.2	-5.2	.
83	OCC1(Cc2ccccc2)CCCN(Cc2cccn2-c2ccc(Cl)cn2)C1 (stereo not given)	-3.0	-13.4	-3.9
84	C=CCN(Cc1ccccn1)C(=O)CCn1c(C)cc(C)nc1=O	-6.5	2.9	.
85	CCCCNC(=O)C1(C)CCN1Cc1ccc2ccccc2c1 (stereo not given)	-1.5	3.8	.
86	O=C(NS(=O)(=O)c1cncc(Br)c1)c1ccc(OC(F)(F)F)cc1	-12.6	-5.7	.
87	Cc1ccc(NS(=O)(=O)c2cc(Cl)ccc2C#N)nc1	0.7	0.6	.
88	CC(=O)Nc1c2c(nn1-c1cc(C)cc(C)c1)CSC2	-6.2	13.1	.
89	Cc1ccc(C(=O)O)n1C	-0.2	1.9	.
